# MLLE-PAM2 inh = inhibitors of microRNA-mediated deadenylation, human PABP1 MLLE binding; AID 588489; GST-MLLE / FITC-PAM2 fluorescence polarization; actives 0.36% (n = 360,000); inhibition, % at 20 µM; P11940; in the data active = inhibition above about 35%, passing the limit was not always enough;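 also: plate controls were DMSO wells with GST-MLLE for no effect and wells lacking GST-MLLE protein for full effect; some results filed as inactive read as strong as hits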
# Rin1 Abl inh = human Rin1-Abl interaction inhibition; P00519+Q13671; TR-FRET Rin1/Abl binding, biochemical; inhibition, % at 7.35 µM; actives 0.4% (n = 360,000); AID 588664; in the data active = inhibition above about 5%, passing the limit was not always enough
# CSN inh = inhibitors of human CSN-mediated cullin deneddylation | Purified CSN, SCF-Nedd8-OG deneddylation, fluorescence polarization | inhibition, % at 12.5 µM | actives 0.38% (n = 360,000) | Q92905;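 active = pattern-corrected inhibition above about 35%, with an unprinted fluorescence ratio check between 0.5 and 1.5, limit read from the data, passing the limit was not always enough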;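 also: 0% = enzyme with substrate and 100% = substrate without enzyme; some results filed as inactive read as strong as hits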
#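 test system = HEK293T-derived human Csn5 enzyme | amount = 0.24 nM Csn5 enzyme, final concentration | medium = Tris/NaCl/DTT buffer, pH 7.5 | schedule = 90 min reaction at room temperature | signal = FP | evaluation = inhibition of Csn5 cleavage, % | compound dosing = single dose of 12.5 µM compound with 0.25% DMSO | probe or stimulus = 10 nM SCFSkp2-Nedd8OG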
# TbMetRS inhib = Trypanosoma brucei MetRS inhibition; purified T. brucei MetRS, ATP depletion, Kinase-Glo luminescence; inhibition, % at 11.9 µM; actives 0.4% (n = 360,000); AID 624268;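 active = inhibition above a per-plate cutoff of the control wells' mean inhibition plus 3 SD, cut at about 5.5% in these data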;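 also: 0% = DMSO wells median and 100% = median of wells with control inhibitor compound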
#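 Assay system: T. brucei methionyl-tRNA synthetase, purified | Medium: HEPES buffer with MgCl2, KCl, DTT, spermine, BSA, pyrophosphatase | Compound: 11.9 µM single point | Incubation: 15 min enzyme-compound preincubation, 2 h reaction, 10 min detection, 25 °C | Measured by: Kinase-Glo luciferase luminescence reporting remaining unconsumed ATP | Measure: % inhibition normalized to control-well medians | Replication: Singlicate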
# FAS-TE inh = inhibitors of human fatty acid synthase thioesterase domain; recombinant FAS-TE, OMFH fluorogenic substrate, fluorescence endpoint; actives 0.67% (n = 360,000); inhibition, % at 15 µM; AID 602261; P49327;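 active = compounds whose normalised, plate-corrected inhibition of enzyme fluorescence in the single-dose primary screen is 50% or more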;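 also: 0% = DMSO with enzyme and 100% = substrate without enzyme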
# MsrA act = bovine methionine sulfoxide reductase A activation. purified bovine MsrA, absorbance read-out. activation, % at 10.6 µM. actives 0.3% (n = 360,000). AID 602163; in the data active = activation above about 7.5%;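 also: 0% = vehicle and 100% = reference activator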
# MsrA inhibitor = bovine MsrA inhibition; actives 0.75% (n = 360,000); inhibition, % at 15.5 µM; purified bovine MsrA, absorbance read-out; in the data active = inhibition above about 4.5%;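 also: 0% = vehicle wells with enzyme and 100% = reference inhibitor wells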
# E coli Lon inh = inhibits E. coli Lon protease. P0A9M0. purified E. coli Lon protease, fluorescence polarization. inhibition, % at 7.94 µM. actives 0.42% (n = 360,000). AID 602123; in the data active = inhibition above about 13%, passing the limit was not always enough;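 also: 0% = enzyme with probe and DMSO and 100% = no enzyme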
# Neddylation inh = cullin neddylation inhibition; actives 0.58% (n = 360,000); P61081+Q13564; TR-FRET cullin neddylation, biochemical; calls only at 25 µM; in the data active = inhibition above about 36%
# * = called active by the depositor; i = inactive; x = no result given.
SMILES,MLLE-PAM2 inh,Rin1 Abl inh,CSN inh,TbMetRS inhib,FAS-TE inh,MsrA act,MsrA inhibitor,E coli Lon inh,Neddylation inh
COc1ccc(CN2CCC(=O)NC2=O)cc1,-9,-1,-2,0.1,-6,0,1.3,1,i
O=C(Cn1cnc2ccccc2c1=O)c1ccc(OC(F)F)cc1,-3,2,-2,-1.0,-4,-13,-1.1,3,i
O=C(CCc1ccccn1)N1CCCC(N2CCN(c3cccc(C(F)(F)F)c3)CC2)C1 (stereo not drawn),4,-3,-3,-0.6,-5,-4,-0.6,2,i
Cc1csc(=Nc2ccccc2)n1CCCN1CCCC1=O,-14,-1,-9,0.1,-3,-3,0.9,1,i
COc1cccc(C(=O)NCC2(c3ccc(OC)c(OC)c3)CCCC2)c1,0,4,0,-0.7,-2,-1,-0.6,7,i
O=C(COC(=O)CNC(=O)c1cccc([N+](=O)[O-])c1)Nc1cccc(S(=O)(=O)N2CCCC2)c1,-11,-1,5,-1.0,-5,-4,0.6,-6,i
CC(=O)c1ccc(NC(=S)Nc2ccc(Br)c(Cl)c2)cc1,44*,-1,1,-1.0,16,-6,2.1,-9,i
O=C(O)[C@H](Cc1ccccc1)NC(=O)N1CCN(c2ccc(F)cc2)CC1,-4,-1,-1,-0.2,-4,-2,-0.5,5,i
CC(CNC(=O)c1cncc(O)c1)NC(=O)c1cncc(O)c1 (stereo not drawn),2,-2,-2,-0.9,-8,-8,0.8,-2,i
COc1ccc(/C=N/NC(=O)c2ccc(=O)n(C)c2)cc1OC,5,-3,2,-0.2,-10,-5,4.1,7,i
Cc1ccc(C)c(NC(=S)NNC(=O)c2csc3c2CCCC3)c1,24,-2,-6,-1.8,0,-10,0.2,-2,i
O=C(CN1CCN(c2ccc(O)cc2)CC1)Nc1ccc2c(c1)OCCCO2,32,2,-2,-0.3,-1,-4,-0.1,-1,i
COCCC(=O)N1CCc2ccc(NC(=O)c3ccc(C(F)(F)F)cc3)cc2C1,-14,-4,0,-0.5,1,-1,0.1,1,i
CSc1ccc(CCNC(=O)CCc2nnc3ccc(N4CCOCC4)nn23)cc1,-1,1,-5,-0.1,-8,-8,1.0,-5,i
CCOc1ccc(N(CC(=O)NC2CCCCC2)C(=O)CCC(=O)Nc2nc(C)cs2)cc1,6,4,-1,-0.3,5,-1,-0.1,-4,i
COc1cccc(NC(=O)c2c(C)cc(C)cc2CC(C)(C)C(=O)O)c1,1,-1,4,0.5,-4,-1,1.0,3,i
Cc1nc2ccccn2c(=O)c1NC(=O)c1ccc2c(c1)OCO2,8,0,2,-0.3,-5,-9,2.3,-12,i
CCOC(=O)c1cnc(-n2nc(C)cc2C)nc1NC(C)c1ccccc1 (stereo not drawn),6,1,3,-1.3,8,-11,-0.7,5,i
CC(=O)N1C(Nc2ccc(Cl)cc2)CCN1c1ccccc1 (stereo not drawn),2,-3,-4,-0.1,4,-2,-1.4,4,i
CCOc1ccc(CNC(=S)NCc2ccc(OCC)cc2)cc1,-38,-5,-1,-1.0,0,-3,0.3,5,i
CCOc1ccc(Br)cc1S(=O)(=O)NCCN(C)C,-9,0,3,-0.7,-5,-1,-1.1,7,i
COc1ccc(C(=O)NC2CCCc3c2cnn3-c2cc(F)cc(F)c2)c(OC)c1OC (stereo not drawn),15,2,-3,0.1,11,-2,-0.3,-10,i
CCOC(=O)C1(C)/C(=N/Nc2ccc(Cl)cc2)C(=O)C(=O)N1c1ccccc1 (stereo not drawn),14,0,0,-0.5,2,0,-0.3,9,i
O=C(NC(=S)NCc1ccccc1)c1cccc([N+](=O)[O-])c1,14,1,-3,0.2,30,-1,-0.8,7,i
Cc1ccc(NC(=O)CN2CCC(NC(=O)c3ccccc3F)CC2)cc1C,6,2,0,-0.7,-1,0,-0.7,3,i
O=C(COC(=O)C1CC1)Nc1c(Cl)cccc1C(F)(F)F,5,-1,-4,-0.5,-7,-4,-1.3,-4,i
COc1ccc(S(=O)(=O)N2CCCCC2)cc1NC(=O)Cc1sc(C)nc1-c1ccc(F)cc1,15,6,1,-0.7,23,-12,0.6,5,i
Cc1cccc(NC(=S)NN2CCN(C)CC2)c1C,-2,1,-1,-1.1,-8,-6,0.4,0,i
COc1ccc(-c2cc(C(=O)N/N=C(\C)c3cccnc3)c3ccccc3n2)cc1,13,2,0,-0.1,0,-3,0.8,-8,x
O=C(Nc1ccc(F)c(F)c1)c1cnc(-c2ccccc2)nc1-c1ccccc1,-1,-8,-1,-1.1,0,-13,-0.8,-1,i
CC(=O)c1c(C)[nH]c(C(=O)OCC(=O)Nc2sc3c(c2C#N)CCCC3)c1C,-12,0,19,-0.5,12,-4,2.1,-16,i
Cc1ccc(S(=O)(=O)N2CCN(S(=O)(=O)N3CCOCC3)CC2)c(C)c1,10,3,-2,-0.6,-2,-10,0.8,10,i
Cc1cc(OCC(=O)Nc2cnn(CCCC(=O)O)c2)ccc1Cl,17,3,-1,-0.5,-5,-2,-1.4,13,i
CCOc1ccc(N2C(=O)CC(S/C(N)=N/N=C/c3cccs3)C2=O)cc1 (stereo not drawn),3,-2,-5,0.4,1,-1,1.3,15,i
Cc1cccc(NC(=O)COC(=O)CCc2ccc(S(=O)(=O)N3CCOCC3)cc2)c1C,-44,3,2,-0.6,-5,-3,-0.3,-9,i
CC1CCc2nc(NC(=O)c3ccco3)sc2C1 (stereo not drawn),-23,3,5,-2.1,-8,-6,2.2,-1,i
CC(=O)c1sc(Nc2cccc(C)c2)nc1C,13,-1,3,0.6,0,-4,2.7,-13,i
CCn1cc(C(=O)NCc2ccco2)c(=O)c2cc(S(=O)(=O)N3CCCC3)ccc21,6,2,4,0.0,18,3,-0.1,-9,i
CCCSC1=C(C#N)C(c2ccc(Cl)cc2Cl)CC(=O)N1 (stereo not drawn),-33,4,3,0.9,6,-2,0.3,-5,i
CCOC(=O)N=Nc1c(O)n(Cc2ccccc2)c2ccccc12,-10,3,-2,-0.3,22,-6,-1.0,4,i
CC12CCC(=O)N1C(C(=O)Nc1ccc(F)c(Cl)c1)CS2 (stereo not drawn),1,-4,-4,-0.4,0,-2,0.5,-6,i
Cn1c(SCC(=O)Nc2cccc(C(=O)O)c2)nnc1-c1cc2cc(Br)ccc2o1,-14,5,-5,0.5,-1,1,1.3,-2,i
Cc1sc2ncn(CC(=O)NCC(=O)N3CCN(c4ccc(F)cc4)CC3)c(=O)c2c1C,-2,7,-1,0.0,-2,-1,1.6,3,i
CCn1c(C)nc2cc(C(=O)NNC(=O)c3ccc(Cl)nc3)ccc21,-1,3,-2,0.2,-3,-1,0.0,-5,i
COCCN1C(=O)N(c2ccccc2)C(=O)C1CC(=O)Nc1cc(OC)cc(OC)c1 (stereo not drawn),0,2,0,-2.3,-2,-11,-1.3,-2,i
Cc1nn2c(CN(C(=O)c3ccco3)c3ccccc3)nnc2c2ccccc12,-6,5,1,-0.9,-10,-3,-1.1,-5,i
CCN1CCN(CCCNC(=O)c2cc3c(=O)[nH]c4ccccc4c3s2)CC1,-1,0,-1,-0.9,-4,-4,2.0,-6,x
CCc1c(C)[nH]c2c(C)cccc2c1=O,1,-1,2,-1.1,-3,-1,0.4,3,i
COCCN(Cc1cc2cc(C)ccc2n2nnnc12)C(=S)Nc1ccc(OC)cc1,-62,-2,0,0.3,19,-1,0.2,5,i
O=C(CNC(=O)C1CCCCC1)OCC(=O)c1ccc(Cl)s1,6,-6,3,0.0,-2,-2,0.6,0,i
O=C1OC(Sc2ccccc2)(c2ccccc2)c2ccccc21 (stereo not drawn),22,-3,-3,0.2,22,-3,-0.5,4,i
COc1ccc(-c2ccc3sc4ccccc4c(=O)c3c2)cn1,9,1,4,-0.5,-9,-1,0.8,-10,i
COc1ccc(S(=O)(=O)CCC(=O)N2CCN(c3ccccc3F)CC2)cc1,18,-2,-1,0.0,-2,-5,0.2,3,i
O=[N+]([O-])c1ccccc1S(=O)(=O)N1CCCC(C(F)(F)F)C1 (stereo not drawn),1,2,1,-0.7,22,-11,-1.0,14,i
Cn1cc(/C=C(\NC(=O)c2ccccc2Cl)C(=O)N2CCOCC2)c2ccccc21,-6,4,-4,-0.4,-4,-8,6.3*,-9,i
O=C(Nc1ccc(-c2cn3c(n2)SCC3)cc1)c1ccc2ccccc2n1,-7,-2,11,-0.2,8,-5,1.4,3,i
Cc1cccc(N2C(=O)CC(Cn3nc(C)cc3C)C2=O)c1 (stereo not drawn),6,1,-1,-0.9,-4,-5,-1.1,10,i
O=C(N/N=C/c1ccc2c(c1)OCO2)c1cc(-c2ccccc2)nc2ccccc12,-4,-3,-1,-0.7,36,-12,1.6,0,i
COc1ccc(NC(=O)c2cnc(SCC(=O)NCCc3ccccc3)n(C)c2=O)cc1,-32,0,0,-0.5,-8,-1,0.2,-5,i

# Gathered by group, the entries above containing an aryl methoxy group
SMILES,MLLE-PAM2 inh,Rin1 Abl inh,CSN inh,TbMetRS inhib,FAS-TE inh,MsrA act,MsrA inhibitor,E coli Lon inh,Neddylation inh
COc1ccc(CN2CCC(=O)NC2=O)cc1,-9,-1,-2,0.1,-6,0,1.3,1,i
COc1cccc(C(=O)NCC2(c3ccc(OC)c(OC)c3)CCCC2)c1,0,4,0,-0.7,-2,-1,-0.6,7,i
COc1ccc(/C=N/NC(=O)c2ccc(=O)n(C)c2)cc1OC,5,-3,2,-0.2,-10,-5,4.1,7,i
COc1cccc(NC(=O)c2c(C)cc(C)cc2CC(C)(C)C(=O)O)c1,1,-1,4,0.5,-4,-1,1.0,3,i
COc1ccc(C(=O)NC2CCCc3c2cnn3-c2cc(F)cc(F)c2)c(OC)c1OC (stereo not drawn),15,2,-3,0.1,11,-2,-0.3,-10,i
COc1ccc(S(=O)(=O)N2CCCCC2)cc1NC(=O)Cc1sc(C)nc1-c1ccc(F)cc1,15,6,1,-0.7,23,-12,0.6,5,i
COc1ccc(-c2cc(C(=O)N/N=C(\C)c3cccnc3)c3ccccc3n2)cc1,13,2,0,-0.1,0,-3,0.8,-8,x
COCCN1C(=O)N(c2ccccc2)C(=O)C1CC(=O)Nc1cc(OC)cc(OC)c1 (stereo not drawn),0,2,0,-2.3,-2,-11,-1.3,-2,i
COCCN(Cc1cc2cc(C)ccc2n2nnnc12)C(=S)Nc1ccc(OC)cc1,-62,-2,0,0.3,19,-1,0.2,5,i
COc1ccc(-c2ccc3sc4ccccc4c(=O)c3c2)cn1,9,1,4,-0.5,-9,-1,0.8,-10,i
COc1ccc(S(=O)(=O)CCC(=O)N2CCN(c3ccccc3F)CC2)cc1,18,-2,-1,0.0,-2,-5,0.2,3,i
COc1ccc(NC(=O)c2cnc(SCC(=O)NCCc3ccccc3)n(C)c2=O)cc1,-32,0,0,-0.5,-8,-1,0.2,-5,i

# Bioassay records as filed in PubChem BioAssay.
